Bioassay records (PubChem BioAssay)
IL2 activator: activates IL-2 in a cell-based reporter assay | IL-2 activation reporter assay, cell-based qHTS; stimulated with anti-CD3/CD4/CD28 beads; in transgenic mouse T cells | activation, % (series mostly up to about 46 µM) | hit rate 0.065% among 360,000; in the data active = activation above about 50%; inconclusive = mostly about 30% to 49%; also: 0% is about no effect
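Readout is EGFP and DsRed signal by fluorescent plate cytometry after 18 h at 37 degrees C. Transgenic mouse T cells (750/well) received compound for 60 min before bead stimulation (anti-CD3, anti-CD4, anti-CD28); memory T cells served as non-tolerant control.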
EPAC2 agonist: activates human EPAC2 exchange factor. Q8WZA2. EPAC2 activation, biochemical qHTS; response scale: 100% = 6.5 mM cAMP response. Potency, µM (series often up to 154 µM), for the others: top-dose activation, hits mostly activators. hit rate 0.079% among 360,000. AID 720711; also: potency is read from the fitted curve at half-maximal effect; nearly all actives have a fitted effect of over 50% in size
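qHTS, titration series. 100 nM EPAC2 / 250 nM Rap1B-BODIPY-GDP / 50 uM GDP; RT; ex 480/em 540 nm, 5-min reads to 30 min. Norm. to 6.5 mM cAMP = activation.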
EPAC1 agonist: EPAC1 (human) agonism; AID 720707; EPAC1 agonist qHTS, biochemical assay; response scale: 100% = response to 6.5 mM cAMP; Potency, µM (titrated, usually from 154 µM), for the others: at the highest dose activation, most hits filed as activators; hit rate 0.073% among 360,000; also: potency is read from the fitted curve at half-maximal effect; nearly all actives have a fitted effect of over 60% in size
Target sequence (O95398 whole entry, looked up): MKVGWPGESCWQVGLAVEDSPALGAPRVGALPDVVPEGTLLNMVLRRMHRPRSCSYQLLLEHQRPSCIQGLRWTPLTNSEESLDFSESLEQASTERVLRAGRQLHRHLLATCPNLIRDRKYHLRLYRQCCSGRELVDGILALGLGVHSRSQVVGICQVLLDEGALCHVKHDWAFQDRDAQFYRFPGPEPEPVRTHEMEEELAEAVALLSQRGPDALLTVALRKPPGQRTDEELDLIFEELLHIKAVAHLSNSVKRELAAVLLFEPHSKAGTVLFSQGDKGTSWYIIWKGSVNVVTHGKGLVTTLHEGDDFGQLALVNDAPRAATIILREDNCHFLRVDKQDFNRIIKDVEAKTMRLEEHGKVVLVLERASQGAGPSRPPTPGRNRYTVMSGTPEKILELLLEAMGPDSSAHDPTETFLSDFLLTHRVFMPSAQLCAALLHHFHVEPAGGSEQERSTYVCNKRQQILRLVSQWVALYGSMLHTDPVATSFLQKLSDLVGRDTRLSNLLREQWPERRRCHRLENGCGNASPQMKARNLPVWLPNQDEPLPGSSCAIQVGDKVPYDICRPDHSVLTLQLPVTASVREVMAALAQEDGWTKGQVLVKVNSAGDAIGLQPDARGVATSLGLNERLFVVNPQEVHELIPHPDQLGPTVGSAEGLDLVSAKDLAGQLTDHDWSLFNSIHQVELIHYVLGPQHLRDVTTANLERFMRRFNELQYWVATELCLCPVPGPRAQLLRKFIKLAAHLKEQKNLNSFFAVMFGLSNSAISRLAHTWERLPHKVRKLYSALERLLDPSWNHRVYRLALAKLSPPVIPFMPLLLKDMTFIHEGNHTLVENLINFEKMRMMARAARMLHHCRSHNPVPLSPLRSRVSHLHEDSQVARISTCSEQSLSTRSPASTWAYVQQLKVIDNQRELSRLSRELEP
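Read-out is the fluorescence drop as BODIPY-GDP leaves Rap1B (480 nm excitation, 540 nm emission), recorded every 5 minutes over 30 minutes. Reactions held 100 nM EPAC1, 250 nM Rap1B–BODIPY-GDP and 50 uM GDP, with 6.5 mM cAMP setting full activation.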
EPAC1 antag: antagonists of human EPAC1; O95398; EPAC1 GEF assay, Rap1b-BODIPY-GDP exchange fluorescence; Potency, µM (top dose mostly 115 µM), for inactives: at the top dose activity change, negative = inhibition, usual class: inhibitors; hit rate 0.14% among 360,000; AID 720709;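 also: potency is read from the fitted curve at half-maximal effect; plate controls were vehicle for no effect and positive control for full effect; nearly all actives have a fitted effect of over 50% in size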
WRN inhibitor: inhibitors of human WRN helicase; Q14191; WRN helicase unwinding, fluorescent forked duplex, kinetic; Potency, µM (top dose mostly 114 µM), for inactives: at the highest dose activity change, negative = inhibition, hits mostly inhibitors; hit rate 0.46% among 360,000; also: potency is read from the fitted curve at half-maximal effect; % is scaled to controls: 0 for no effect and ±100 for the full control effect; nearly all actives have a fitted effect of over 55% in size
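Enzyme (20 nM final) and test compound sit together 15 min at room temperature before substrate addition. Substrate is a single-forked duplex oligonucleotide (100 nM) labelled with fluorophore and quencher, with 2 mM ATP; helicase unwinding raises red fluorescence, read kinetically.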
PI5P4Ka inh: PI5P4K alpha (human) kinase inhibition; P48426; PI5P4Kalpha enzyme, ADP-Glo luminescence, 60 min; hits give low values; max response, %; hit rate 1.2% among 330,000; AID 652105; active = max response of -50% or lower; inconclusive = between -30% and -50%; inactive = -30% or higher; also: value at the top dose of about 77 µM; % is scaled to controls: 0 for no effect and ±100 for the full control effect
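Reactions run in 0.038 M HEPES pH 7.4, 0.28 mM EGTA, 0.1% CHAPS and 5% DMSO, with PI5P4Kalpha, substrate, compound and 5 microM ATP final, one hour at room temperature. Readout is ADP-Glo luminescence.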
PLK1 PBD block: inhibitors of human PLK1 polo-box domain binding | Potency, µM, without a hit: max response, negative = inhibition, hits mostly inhibitors | hit rate 2.8% among 360,000 | AID 720504 | P53350 | Plk1 PBD binding of FITC phosphopeptide, fluorescence polarization; also: potency is read from the fitted curve at half-maximal effect; series mostly up to about 57 µM; % is scaled to controls: 0 for no effect and ±100 for the full control effect; nearly all actives have a fitted effect of over 65% in size
CCT modulator: changes cytosolic chaperonin activity; purified chaperonin ATPase assay, HTRF ADP detection, 30 min; activity change, % (no concentration beside the values), hits read low; hit rate 0.3% among 360,000; AID 651819; in the data active = activity change below about -30%; also: % is scaled to controls: 0 for no effect and ±100 for the full control effect
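TRiC (40 or 20 nM final, by batch activity) in 30 mM Tris pH 7.4, 100 mM KCl, 5 mM MgCl2, 1 mM DTT was treated with compound at 76 uM single dose, then 10 uM ATP, 30 min at 37 °C. ADP was read by HTRF Transcreener.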
Numbers without * were called inactive; ? = inconclusive; . = no result given; [ ] = remark or other dose. Unless noted, calls follow the shape of the dose curve; as a rule, active = well fitted curve in the direction sought with a large enough effect; inconclusive = small, poorly fitted or top-dose-only effect, or another doubt; inactive = no such curve, though single readings can be large; an effect the other way counts as inactive or inconclusive. This is a subset, so the mix of outcomes need not match the whole.

Key to letters: A = IL2 activator; B = EPAC2 agonist; C = EPAC1 agonist; D = EPAC1 antag; E = WRN inhibitor; F = PI5P4Ka inh; G = PLK1 PBD block; H = CCT modulator
> CCOC(=O)c1cc(=O)[nH]c2ccccc12
  A = -0.5 | B = 3% | C = 8% | D = -13% | E = -6% | F = 8 | G = -10% | H = -3.3

> O=C(CCCc1ccccc1)Nc1cccc2c1CCCC2
  A = -1.2 | B = -13% | C = -13% | D = -8% | E = -31%[57.1 µM] | F = -4 | G = -3% | H = -3.0

> CC(=O)Nc1ccc(-c2nnc(SCC(=O)c3ccc4c(c3)Cc3ccccc3-4)n2C)cc1
  A = -0.3 | B = -5% | C = -4% | D = 5% | E = -10% | F = . | G = -18% | H = -2.6

> CC(C)CC(C(=O)Nc1cccc(O)c1)N1C(=O)c2ccccc2C1=O (stereo unspecified)
  A = -0.7 | B = 3% | C = 6% | D = -9% | E = -9% | F = -4 | G = 9% | H = -1.1

> O=C(CN(C(=O)CCC(=O)Nc1nccs1)c1ccc(F)cc1)NCc1ccccc1
  A = 2.6 | B = 4% | C = -4% | D = 10% | E = -3% | F = -2 | G = -5% | H = -1.6

> N#CCCN(C(=O)Nc1ccccc1)c1ccccc1
  A = -1.3 | B = -3% | C = 1% | D = 1% | E = 0% | F = 1 | G = -2% | H = -1.5

> CCCOc1ccc(N/C=C/C(=O)C(C)(C)C)cc1
  A = -2.1 | B = 3% | C = 1% | D = -6% | E = 2% | F = 7 | G = -16% | H = 0.3

> CN(c1ccccc1C(=O)Nc1ccccc1-c1ccccc1)S(C)(=O)=O
  A = 0.6 | B = 8% | C = 14% | D = 9% | E = -5% | F = -5 | G = 1% | H = -1.5

> Cn1cnc2c(N3CCCCC3)nccc21
  A = -2.6 | B = 1% | C = -1% | D = 3% | E = -3% | F = 0 | G = -2% | H = -0.1

> CCOC(=O)N1CCN(C(=O)CCS(=O)(=O)c2ccc(Br)s2)CC1
  A = -0.3 | B = 11% | C = 3% | D = 5% | E = -7% | F = . | G = -3% | H = -0.8

> CCCOc1ccc(NC(=O)c2c(-c3ccccc3)noc2C)cc1
  A = -2.7 | B = 2% | C = -27% | D = 9% | E = 2% | F = 4 | G = -30% | H = 0.0

> CCN(CC)S(=O)(=O)c1ccc(N2CCOCC2)c(NS(=O)(=O)c2cccs2)c1
  A = -0.3 | B = 3% | C = -10% | D = 19% | E = 4% | F = 0 | G = -3% | H = 0.9

> Cc1cc(NC(=O)CCC(=O)N(c2ccccc2)C(C(=O)NC2CCCCC2)c2cccs2)no1 (stereo unspecified)
  A = 1.4 | B = -19% | C = -3% | D = 11% | E = -6% | F = 4 | G = -7% | H = 0.2

> Cn1c(-c2ccc(-c3ccccc3)cc2)c[nH]c1=S
  A = -0.2 | B = 2% | C = 13% | D = -5% | E = 1% | F = -17 | G = -13% | H = -0.6

> CC12COC3(C(=O)Nc4ccc(Cl)cc4)CC1CCC32C (stereo unspecified)
  A = 0.2 | B = -9% | C = -7% | D = -19% | E = -1%[57.1 µM] | F = 3 | G = 4% | H = 1.8

> Cc1cc2cc(CN(Cc3ccc4c(c3)OCO4)C(=O)c3ccco3)c(=O)[nH]c2cc1C
  A = 0.3 | B = 12% | C = 0% | D = -17% | E = -8% | F = 5 | G = -11% | H = -1.2

> CCOC(=O)C1(C)Oc2cccnc2NC1=O (stereo unspecified)
  A = -1.9 | B = 19% | C = 4% | D = 10% | E = -1% | F = -9 | G = -10% | H = -1.3

> COc1ccc(-c2nc(CS(=O)CC(=O)NCc3cccnc3)c(C)o2)cc1OC (stereo unspecified)
  A = -1.4 | B = 12% | C = -7% | D = 0% | E = 1% | F = -11 | G = -14% | H = 0.1

> Oc1ccccc1N1CCN(c2nc(-c3cccs3)nc3ccccc23)CC1
  A = 1.1 | B = 12% | C = 9% | D = 2% | E = -6% | F = 1 | G = 1% | H = -9.9

> Cc1ccc(C(=O)c2cc([N+](=O)[O-])ccc2N2CCOCC2)c(C)c1
  A = -6.0 | B = 21% | C = 16% | D = -8% | E = -22% | F = 1 | G = -15% | H = -3.3

> CC1CCC(NC(=O)CCS(=O)(=O)c2ccc3c(c2)NC(=O)CO3)CC1 (stereo unspecified)
  A = -3.6 | B = 10% | C = 12% | D = -9% | E = -1% | F = -6 | G = 17µM* | H = -2.8

> O=C1NCC(COCC2CC=CCC2)O1 (stereo unspecified)
  A = -0.5 | B = 9% | C = -1% | D = 0% | E = -1% | F = -1 | G = 1% | H = -1.5

> Cc1onc(-c2c(Cl)cccc2Cl)c1C(=O)NC1C(=O)N2C1SC(C)(C)C2C(=O)O (stereo unspecified)
  A = -0.1 | B = 8% | C = 9% | D = 6% | E = -13% | F = 2 | G = -20% | H = -0.6

> C/C(=N\N1CCCCC1)c1ccccc1O
  A = -1.2 | B = -3% | C = 4% | D = 7% | E = 8% | F = 3 | G = 5% | H = 0.2

> CCn1c(SC(C)C)nnc1C1CCN(S(=O)(=O)c2ccc(OC)cc2)CC1
  A = 0.9 | B = 6% | C = -4% | D = 9% | E = 0% | F = -4 | G = -2% | H = -0.1

> CCOC(=O)N1CCN(C(c2ccnc3ccccc23)c2nnnn2-c2ccc3c(c2)OCCO3)CC1 (stereo unspecified)
  A = -0.5 | B = 5% | C = 12% | D = 6% | E = -3% | F = -2 | G = 0% | H = 0.0

> COc1ccc(N2CCN(S(=O)(=O)CCNC(=O)COc3ccccc3C)CC2)cc1
  A = 1.6 | B = 11% | C = -1% | D = -2% | E = -25% | F = -3 | G = -3% | H = -6.9

> COc1ccc(S(=O)(=O)N(CC(=O)N2CCCCCC2)c2ccccc2OC)cc1
  A = 2.4 | B = 9% | C = -5% | D = 14% | E = 12% | F = 5 | G = -5% | H = 0.9

> COc1ccc(OC)c(NC(=O)CCCSc2ccccc2)c1
  A = -3.8 | B = 6% | C = -3% | D = -13% | E = -15% | F = -2 | G = -9% | H = 2.1

> COc1ccc(OC)c(-c2csc(NC(=O)Cc3cc(OC)c(OC)c(OC)c3)n2)c1
  A = -4.3 | B = -6% | C = -7% | D = -10% | E = -24% | F = 5 | G = -4% | H = -0.4

> COc1ccc2oc(C(=O)CCC(=O)O)c(N)c2c1
  A = -2.9 | B = -5% | C = -18% | D = ? | E = -2% | F = -17 | G = 1% | H = -0.2

> COc1ccc(Cl)cc1NC(=O)CN(C)C(=O)CCC(=O)c1cc(C)sc1C
  A = -1.0 | B = 8% | C = 1% | D = -25% | E = -25% | F = 5 | G = -1% | H = -1.2

> O=c1c2ccccc2nc2c3ccccc3c(NCc3ccco3)nn12
  A = 0.2 | B = 7% | C = -8% | D = 6% | E = -18% | F = -2 | G = -4% | H = -3.2

> Cc1ccc(C(=O)Nc2cccc(-c3cnc4ccccc4n3)c2)cc1
  A = -0.4 | B = -2% | C = 0% | D = 10% | E = -1% | F = . | G = -3% | H = -0.1

> CCOC(=O)c1c(CN2CCCCC2)n(C)c2cc(Br)c(O)cc12
  A = 0.8 | B = -1% | C = 13% | D = -16% | E = -7% | F = . | G = 3% | H = -1.1

> CCN1/C(=C/C=C/c2sc3ccccc3[n+]2CC)Sc2ccccc21
  A = -0.3 | B = 4% | C = -15% | D = -11% | E = 40µM* | F = -19 | G = 12% | H = -1.6

> C=C(C)Cn1cnc2c(oc3nc4c(cc32)CCCC4)c1=O
  A = 0.2 | B = 1% | C = -4% | D = 3% | E = 4% | F = -8 | G = 4% | H = 2.1

> NC(=O)C1CCN(C(=O)c2ccc(Cl)c(S(=O)(=O)N3CCc4ccccc43)c2)CC1
  A = -1.2 | B = 14% | C = 7% | D = -4% | E = -5% | F = -20 | G = 0% | H = -0.4

> COc1ccccc1-c1cc(C(F)(F)F)nc(S(=O)(=O)CCCC(=O)N2CCCCC2C)n1 (stereo unspecified)
  A = -4.0 | B = -12% | C = -3% | D = ? | E = -3%[57.1 µM] | F = -2 | G = ? | H = -1.3

> O=C1C2C3C=CC(C3)C2C(=O)N1CCN1CCN(S(=O)(=O)c2ccc3ccccc3c2)CC1 (stereo unspecified)
  A = -2.7 | B = 2% | C = -5% | D = 6% | E = 0% | F = 0 | G = -7% | H = 0.0

> COc1ccc2c(c1)CCCO[C@]21O[C@H](CCO)C[C@H](O)[C@H]1O
  A = -1.3 | B = 4% | C = 1% | D = 8% | E = 2% | F = 0 | G = -8% | H = -0.5

> CCN(CC(=O)NCc1cccs1)c1nnnn1-c1ccccc1
  A = -1.2 | B = 2% | C = 2% | D = 11% | E = 7% | F = . | G = -8% | H = -1.6

> CC(=O)C1C(c2ccc(Cl)cc2)NC(=O)NC1(O)C(F)(F)F (stereo unspecified)
  A = -3.0 | B = 5% | C = -14% | D = ? | E = -2% | F = -3 | G = -1% | H = -19

> CC(Sc1nc2ccccc2c(=O)n1CC1CCCO1)C(=O)N(C)c1ccccc1 (stereo unspecified)
  A = 0.5 | B = 1% | C = 3% | D = -25% | E = -6% | F = -8 | G = -10% | H = -0.5

> COCCCNC(=O)Cc1ccccc1OC
  A = -0.6 | B = 11%[15.6 µM] | C = 8% | D = -3% | E = -6% | F = -6 | G = -9% | H = -0.1

> CC(C)N=C(NS(=O)(=O)c1ccc(Br)cc1)c1ccc(Cl)cc1
  A = -2.3 | B = 0% | C = 8% | D = 1% | E = -3% | F = -2 | G = 9% | H = -0.5

In a second layout: 2 of the compounds above
structure	IL2 activator	EPAC2 agonist	EPAC1 agonist	EPAC1 antag	WRN inhibitor	PI5P4Ka inh	PLK1 PBD block	CCT modulator
CC12COC3(C(=O)Nc4ccc(Cl)cc4)CC1CCC32C (stereo unspecified)	0.2	-9%	-7%	-19%	-1%[57.1 µM]	3	4%	1.8
C/C(=N\N1CCCCC1)c1ccccc1O	-1.2	-3%	4%	7%	8%	3	5%	0.2

3 compounds from above, sorted by molecular weight, highest first.
Key to letters: A = IL2 activator; B = EPAC2 agonist; C = EPAC1 agonist; D = EPAC1 antag; E = WRN inhibitor; F = PI5P4Ka inh; G = PLK1 PBD block; H = CCT modulator
> CC(=O)Nc1ccc(-c2nnc(SCC(=O)c3ccc4c(c3)Cc3ccccc3-4)n2C)cc1
  A = -0.3 | B = -5% | C = -4% | D = 5% | E = -10% | F = . | G = -18% | H = -2.6

> CCOC(=O)c1c(CN2CCCCC2)n(C)c2cc(Br)c(O)cc12
  A = 0.8 | B = -1% | C = 13% | D = -16% | E = -7% | F = . | G = 3% | H = -1.1

> O=C(CCCc1ccccc1)Nc1cccc2c1CCCC2
  A = -1.2 | B = -13% | C = -13% | D = -8% | E = -31%[57.1 µM] | F = -4 | G = -3% | H = -3.0
